Assay outcomes deposited in PubChem BioAssay by several laboratories.
HIF-2a block: blocks HIF-2a reporter activity | 360,000 tested, 0.72% active | inhibition, % at 18.8 µM | AID 624352 | 786-0 RCC cells HIF-2a reporter, luciferase luminescence, overnight;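 active = inhibition of the luminescence signal of 40% or more relative to plate controls, in a single-dose primary screen at 18.75 µM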
TRPM1 prom inh: reduces MITF-dependent TRPM1 promoter luciferase signal | SK-MEL-5 TRPM1 promoter luciferase, 24 h | inhibition, % at 12.5 µM | 330,000 tested, 0.83% active | AID 488899;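 active = mean inhibition across replicates of 60% or more, whatever share of single replicates reaches that level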; also: values of inactives mirror those of a sister screen read the other way
C8 TRAIL sens: sensitizes caspase-8 expressing cells to TRAIL; inhibition (viability loss, TRAIL sensitization), % at 10 µM; AID 624354; NB7+C8 cells + TRAIL, ATPlite viability luminescence; 360,000 tested, 1% active;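 active = compounds causing at least 50% loss of cell viability in the single-dose screen, relative to plate controls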
TWEAK Fn14 block: blocks TWEAK-Fn14 interaction in a reporter cell assay. TWEAK-stimulated Fn14 reporter cells, luciferase luminescence, 8 h. inhibition, % at 10 µM. 360,000 tested, 2% active. AID 1159606; in the data active = inhibition above about 50%
CF NFkB block: cystic fibrosis NF-kB activation inhibition; KKLEB NF-kB-GFP reporter, PAF-induced, GFP fluorescence overnight; inhibition, % at 5 µM; 360,000 tested, 0.86% active;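 active = at least 50% inhibition at 5 µM, scaled per plate between neutral and stimulator controls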;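 also: PAF is a Pseudomonas aeruginosa culture filtrate used as stimulus; plate controls were PAF-stimulated DMSO wells for no effect and unstimulated DMSO wells for full effect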
NR2E3 ag-1: activates human NR2E3 receptor; inhibition of corepressor binding, % at 3.98 µM; AID 602229; Q9Y5X4; 360,000 tested, 0.35% active; CHO-S Gal4-NCOR/VP16-NR2E3 two-hybrid, luciferase;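 active = inhibition above the mean of all tested compounds plus 3 SD, cut at about 70% in these data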;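 also: 0% = DMSO with NR2E3 transfected cells and 100% = cells lacking NR2E3 construct; higher means lower luciferase signal from less NR2E3 corepressor binding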
Target sequence (Q9Y5X4 whole entry, looked up, the tested form may be a part): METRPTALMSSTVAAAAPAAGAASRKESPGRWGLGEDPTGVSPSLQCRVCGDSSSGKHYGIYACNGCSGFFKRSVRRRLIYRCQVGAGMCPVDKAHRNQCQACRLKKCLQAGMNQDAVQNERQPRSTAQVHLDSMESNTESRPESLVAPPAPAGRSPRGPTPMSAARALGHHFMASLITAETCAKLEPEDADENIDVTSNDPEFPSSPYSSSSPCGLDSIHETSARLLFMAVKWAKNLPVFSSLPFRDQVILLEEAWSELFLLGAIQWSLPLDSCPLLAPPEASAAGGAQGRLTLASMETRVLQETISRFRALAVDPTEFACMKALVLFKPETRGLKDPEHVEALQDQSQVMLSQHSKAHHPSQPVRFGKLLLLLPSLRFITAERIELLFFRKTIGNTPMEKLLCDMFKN
TROY signal inh: blocks TROY-dependent signaling in reporter cells; Q293 LMP1-TROYcd NF-kB luciferase reporter, 4 h; inhibition, % at 10 µM; 360,000 tested, 0.98% active; AID 1347056;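 active = compounds whose plate-normalised and pattern-corrected inhibition of the luciferase reporter signal at the single screening dose is 50% or more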
KKLEB cytotox: reduces viability of KKLEB cystic fibrosis airway cells | KKLEB CF airway cells viability, ATPlite luminescence, overnight; hits give low values; cells stimulated with P. aeruginosa culture filtrate | activity change (cytotoxicity), % at 5 µM | 360,000 tested, 0.36% active | AID 602141;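 active = corrected activity change at or below -50% at 5 µM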
Peg3 promoter: inhibitors of Peg3 promoter | HeLa PEG-Prom luciferase reporter, luminescence, overnight | inhibition, % at 20 µM | 360,000 tested, 1.7% active;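 active = inhibition of at least 50% at 20 µM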
NR2E3 ag-2: activates human photoreceptor nuclear receptor NR2E3. Q9Y5X4. GST-NR2E3/biotin-RetCOR TR-FRET, 1536-well. inhibition of corepressor binding, % at 4.78 µM. 320,000 tested, 0.12% active. AID 2300;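 active = percent inhibition above the cutoff of mean plus 3 SD of all tested compounds, set per screening campaign, cut at about 20% in these data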;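 also: 0% = DMSO wells and 100% = biotin wells as full block of FRET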
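System: GST-tagged NR2E3 plus biotinylated RetCOR corepressor; Buffer or medium: pH 7.5 Tris-based buffer; Probe or stimulus: RetCOR corepressor, biotinylated, 7 nM; Doses: compound at 4.8 µM, single dose; Schedule: 5 h incubation at 4 °C; Technique: time-resolved FRET; Evaluation: percent inhibition of TR-FRET ratio; Replication: one well per compound, singlicate testing.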
Shn3 inh set2: reduces Shn3 3'UTR luciferase signal in osteoblasts | 360,000 tested, 0.52% active | Clone20 osteoblast Shn3 3'UTR firefly luciferase, 24 h | inhibition, % at 12.5 µM;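 active = mean inhibition of at least 75% with every replicate also reaching 75%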;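 also: 0% = median of neutral control wells and 100% = pilot-screen positive control compound; some compounds past the cut are filed as inactive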
The depositor's hits bear a star; x = no result given. Only part of the results is shown. The share of hits here may be higher or lower than overall.

SMILES	HIF-2a block	TRPM1 prom inh	C8 TRAIL sens	TWEAK Fn14 block	CF NFkB block	NR2E3 ag-1	TROY signal inh	KKLEB cytotox	Peg3 promoter	NR2E3 ag-2	Shn3 inh set2
CCOC(=O)C1(C)C=C(Nc2cccc(OC)c2)C(=O)N1c1ccccc1 (configuration not stated)	-69	1	0	4	-19	-25	5	-5	-30	2	x
Cc1ccc(-c2nn(-c3ccccc3)cc2/C=C2\SC(=S)N(CC(=O)O)C2=O)cc1	-8	-2	1	-39	-6	-14	1	1	-21	0	-1
Cc1ccc(SCc2ccc(C(=O)Nc3cccc([N+](=O)[O-])c3)cc2)cc1	-18	-5	-7	-14	-6	-29	-1	7	10	4	-6
COc1ccc(C(=O)Nc2sc3c(c2C(=O)O)CC(C)(C)OC3)cc1	-22	-2	22	45	-13	-28	2	8	-9	0	-1
CCOc1ccc(NC(=O)C2Cc3ccccc3CN2S(=O)(=O)CC)cc1 (configuration not stated)	-80	-4	-8	-23	6	-21	-34	-13	-38	4	0
CCC12CN3CC(CC)(CN(C1)C3c1ccc([N+](=O)[O-])o1)C2=O (configuration not stated)	10	-6	-2	-11	1	-60	-2	3	9	-1	8
COc1ccc(NC(=O)c2cc(C3CCCCN3C(=O)CCCc3ccccc3)on2)c(C)c1 (configuration not stated)	11	x	-27	15	3	-12	-2	2	18	x	6
CCC(=O)Nc1cc(-c2nn(C)c(=O)c3ccccc23)ccc1N1CCOCC1	9	-6	14	10	-12	-10	-7	1	-7	-2	13
O=C(CCNC(=O)c1ccco1)Nc1ccc(OC(F)F)c(Cl)c1	-32	x	5	5	2	-11	5	-20	-15	-3	-2
COCCNC(=O)C(=O)NCC1OCCN1S(=O)(=O)c1cc(F)ccc1F (configuration not stated)	-3	-5	1	1	-1	-1	12	-8	18	0	6
Cc1cc(C(C)(C)C)cc(C)c1C(=O)O	15	12	-2	-11	-8	0	14	1	8	2	7
Cc1ccccc1-n1cc(CNC(=O)C2CCC(=O)N(C3CC3)C2)cn1 (configuration not stated)	-13	5	-25	8	4	6	-7	13	-3	0	-7
CC(=O)c1cccc(NC(=O)c2cc(=O)c3ccccc3o2)c1	-140	-31	12	3	-3	-9	-34	1	-98	0	-10
N#C/C(=C\Nc1ccc(F)c(Cl)c1)S(=O)(=O)c1ccccn1	14	3	-13	-3	-2	-25	-21	13	17	2	-1
Cc1cn(C2CC(O)C(CO)O2)c(=O)n(CCCc2ccccc2)c1=O (configuration not stated)	-31	-6	9	-5	2	8	-1	1	-41	x	4
CCC(CC)C(=O)c1c[nH]c(C(=O)OC)c1	7	-9	10	6	0	-46	2	-6	14	1	2
Cc1ccc2c(C)c(C(=O)NCC3CCOCC3)oc2c1C	-3	x	7	13	4	7	1	-2	18	x	6
O=C(Cn1c(=O)c2c(ncn2Cc2ccccc2)n(Cc2ccccc2)c1=O)N1CCCC1	20	11	-10	5	-27	-10	-17	11	19	2	-1
Cc1ccc(-n2c(Cc3cccs3)nnc2SCC(N)=O)cc1	5	1	-8	2	-5	10	5	9	-1	3	34
Cc1ccccc1C(=O)NC1CCN(Cc2nnnn2Cc2ccccc2)CC1	11	17	-8	14	1	-3	-4	11	8	1	-1
O=C(NCC(c1cccnc1)N1CCN(c2ccc(F)cc2)CC1)C1CCCCC1 (configuration not stated)	-1	4	5	14	14	-1	1	-8	0	0	5
Cc1ccc(NC(=O)CN(C)C(=O)c2cc(-c3cccs3)nn2-c2ccccc2)cc1	23	16	5	17	-1	-10	11	-8	38	1	10
COc1cc(C(=O)NCCNC(=O)c2ccc(C)nc2)cc(OC)c1OC	9	-1	-9	-16	-11	11	-4	10	8	2	-6
CN1CCN(c2ccc(CNC(=O)c3ccco3)cc2)CC1	-4	6	-6	-17	8	3	-6	9	2	2	2

Some of these compounds in order of formula weight, descending.
SMILES	HIF-2a block	TRPM1 prom inh	C8 TRAIL sens	TWEAK Fn14 block	CF NFkB block	NR2E3 ag-1	TROY signal inh	KKLEB cytotox	Peg3 promoter	NR2E3 ag-2	Shn3 inh set2
O=C(NCC(c1cccnc1)N1CCN(c2ccc(F)cc2)CC1)C1CCCCC1 (configuration not stated)	-1	4	5	14	14	-1	1	-8	0	0	5
Cc1ccccc1C(=O)NC1CCN(Cc2nnnn2Cc2ccccc2)CC1	11	17	-8	14	1	-3	-4	11	8	1	-1
Cc1ccc2c(C)c(C(=O)NCC3CCOCC3)oc2c1C	-3	x	7	13	4	7	1	-2	18	x	6

Looked up above:
Under KKLEB cytotox, `Cc1ccc2c(C)c(C(=O)NCC3CCOCC3)oc2c1C` is listed with -2
Under C8 TRAIL sens, `CN1CCN(c2ccc(CNC(=O)c3ccco3)cc2)CC1` is listed with -6
Under NR2E3 ag-1, `O=C(NCC(c1cccnc1)N1CCN(c2ccc(F)cc2)CC1)C1CCCCC1` (configuration not stated) is listed with -1
Under HIF-2a block, `Cc1ccc(NC(=O)CN(C)C(=O)c2cc(-c3cccs3)nn2-c2ccccc2)cc1` is listed with 23

(next part)
SMILES	HIF-2a block	TRPM1 prom inh	C8 TRAIL sens	TWEAK Fn14 block	CF NFkB block	NR2E3 ag-1	TROY signal inh	KKLEB cytotox	Peg3 promoter	NR2E3 ag-2	Shn3 inh set2
CCOc1ccc(/C=N\NC(=O)c2c(C)nc3cc(C)ccn23)cc1	12	1	7	-2	-27	-3	-2	-8	16	2	-16
COc1cc(C(=O)NC2CCCc3ccccc32)cc(OC)c1OC (configuration not stated)	-12	14	-11	4	4	-2	1	-6	-10	0	10
CN1CCC(=NNC(=O)CN(c2cccc(Cl)c2)S(C)(=O)=O)CC1	12	-4	-2	0	8	1	2	-4	15	-5	12
C=Cn1cc[n+](CC(=O)c2ccc(Br)cc2)c1	23	8	-10	8	1	-9	1	-1	13	0	13
CCN(C(=O)CSc1nnc(-c2ccccc2C)n1C)c1c(N)n(Cc2ccccc2)c(=O)[nH]c1=O	17	-5	5	2	-6	-8	-4	6	6	x	-1
CCCc1nc2c(=O)n(C)c(=O)nc-2n(C)n1	80*	104*	96*	104*	97*	104*	90*	-39	104*	x	97*
CCC1(CC)NC(=O)N(Cc2nc3ccccc3s2)C1=O	-31	7	-2	-26	-2	1	-4	1	-8	-6	-17
Cc1ccccc1NC(=O)c1cc(S(=O)(=O)N2CCCCC2)ccc1N1CCOCC1	5	x	-13	-3	8	1	7	-1	7	x	-16
CCc1cc(-c2cnnn2CCc2c[nH]c3ccccc23)ccc1-c1cn(CC(C)C)nn1	7	x	-7	-21	20	-26	-15	-28	16	x	17
O=C(CS(=O)(=O)c1ccccc1)N(CCCN1CCOCC1)c1nc2c(F)cccc2s1	-136	-24	4	-17	-15	-33	-30	11	-120	1	-52
O=C(CN1C(=O)NC2(CCCC2)C1=O)OCCOc1cccc(Br)c1	-13	-3	-3	-9	-3	-34	5	-12	-5	-6	-9
O=C(NCCn1cccn1)C1CCC(=O)N(CCc2ccc(Cl)cc2)C1 (configuration not stated)	24	4	-20	-10	-6	1	10	9	7	1	-11
CC(=O)NCCc1cc2ccc(C)cc2[nH]c1=O	10	-4	2	-2	-12	-43	-1	10	1	-1	-4
CCn1nc(NC(=O)CC(C)C)c2cc3ccc(C)cc3nc21	1	10	-12	15	-6	-13	16	-8	3	-2	-7
O=C(Cc1cccs1)Nc1ccc(F)c(F)c1	-8	12	-14	41	2	0	2	2	-2	4	-12
O=C(Nc1ccc(Cl)cc1)C1CCCN(c2ncnc3c2nc2n3CCCCC2)C1 (configuration not stated)	3	-4	9	2	8	0	29	2	32	1	20
COC(=O)c1ccc(NC(=O)Nc2ccc3c(c2)nc(C)n3C)cc1	-191	-37	33	-7	-27	-43	-23	13	-172	2	-19
CC(C)(C)OC(=O)NCCCCCNC(=O)c1[nH]cnc1C(=O)N[C@@H](Cc1ccccc1)C(=O)OCc1ccccc1	18	8	3	-48	-5	-1	13	-1	59*	3	-9
CCOC(=O)Cc1csc(NC(=O)/C=C/c2cccc(Br)c2)n1	-6	2	23	26	2	-14	39	7	-50	0	49
CC(Sc1nc(-c2ccccc2)cc(=O)[nH]1)C(=O)O (configuration not stated)	4	1	-8	13	-7	1	-2	9	6	0	-2
CCCN(CCC)S(=O)(=O)c1ccc(NC(=O)C2CCCO2)cc1 (configuration not stated)	14	0	-4	-5	4	-11	6	0	8	6	9
CC(C)n1nc(C(=O)NCc2ccc3c(c2)OCO3)c2ccccc2c1=O	8	10	-7	16	10	-16	4	-7	9	-2	17
CCCN1CCN(C(=O)CCCn2c(C)c3cnn(-c4ccccc4)c(=O)c3c2C)CC1	-7	x	-13	-10	-16	3	-3	-3	5	4	-3
Cc1ccc(NS(=O)(=O)c2ccc(CCC(=O)NC3CC3)cc2)cc1	20	14	-2	-1	12	-7	7	5	6	-1	-1
COc1ccc(Nc2nccc(-c3ccc(C#N)cc3)n2)cc1	-13	2	21	21	27	19	27	-5	7	1	11
O=C(NC1CCCCC1)c1ccc(CS(=O)(=O)Cc2ccccc2F)o1	-5	2	-13	16	-11	8	6	14	5	2	7
CC(=O)/C(CN1CCCCC1)=N\O	4	-14	-2	-5	-32	-11	6	-7	-2	3	24
CCC(=O)NNC(=O)CSc1nnc(-c2ccccc2)c(-c2ccccc2)n1	13	8	-6	-13	-12	-5	11	-4	7	1	2
CCC(NC(=O)C1CCC1)c1ccccc1 (configuration not stated)	12	-9	5	-1	2	-23	-29	-13	7	2	-4
CCOc1ccccc1C(=O)NCC(=O)NCCCSc1ccccc1	6	1	-7	-3	11	-4	-5	6	8	1	10
COc1cc(OC)c(C(=O)NC2CCCc3ccccc32)cc1OC (configuration not stated)	7	7	14	-32	-4	31	-19	15	15	1	-4
COc1ccccc1CNCC(=O)Nc1ccc(N(C)C)cc1	-119	-24	-12	6	5	-48	-62	3	-81	0	-22
[N-]=[N+]=NC(c1ccccc1)C(NC(=O)c1cc(C(F)(F)F)cc(C(F)(F)F)c1)c1ccccc1 (configuration not stated)	5	x	33	29	x	16	27	x	x	x	x
COC(C/C=C/C(=O)[C@@H](C)OCc1ccccc1)OC	-20	12	-2	35	46	-29	-5	-17	20	0	-13
COc1ccc(CCNC(=O)C2CC2)cc1	4	x	-10	50	-14	-2	-13	-8	-8	-4	-4
CCCc1nn(-c2cc(Cl)ccc2OC)c2c1C(=O)CC(C)(C)C2	9	-1	27	0	0	-11	1	6	19	4	25
COc1ccc(CNC(=O)C2(CC3CC(c4ccccc4)=NO3)CCN(C(=O)OC(C)(C)C)CC2)cc1 (configuration not stated)	6	10	6	-14	20	-15	-7	-19	16	2	-15
O=C(c1ccccc1Oc1ccccc1)N1CCN(c2ccccc2F)CC1	19	7	8	-16	16	-23	7	-8	19	-1	-3
COCCN(C(=O)COC(=O)CCC1CCCCC1)c1c(N)n(Cc2ccccc2)c(=O)[nH]c1=O	12	x	-7	-7	4	-28	4	-12	13	x	7
CCCCn1c(=O)n(CC(=O)NCc2ccc(C)cc2)c(=O)c2c1nc(CO)n2CCC	3	-5	-12	4	-10	7	-9	-5	20	2	0
Cc1occc1C(=O)Nc1ccc(Br)cc1F	-211	-70	0	-3	1	-78	-56	5	-223	0	-57
